Peg3 promoter: Peg3 promoter activity inhibition; inhibition, % at 20 µM; hit rate 1.7% among 360,000; HeLa PEG-Prom luciferase reporter, luminescence, overnight;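 active means inhibition of at least 50% at 20 µM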
PDI inh: inhibitors of human protein disulfide isomerase; AID 588391; PDI insulin aggregation turbidity, A650, 90 min; inhibition, % at 10 µM; hit rate 0.052% among 350,000; P07237;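 active means mean inhibition across replicates of 30% or more, whatever share of single replicates reach that level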;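 further: absorbance from insulin aggregation driven by PDI reduction with DTT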
Target sequence (P07237 whole entry, looked up): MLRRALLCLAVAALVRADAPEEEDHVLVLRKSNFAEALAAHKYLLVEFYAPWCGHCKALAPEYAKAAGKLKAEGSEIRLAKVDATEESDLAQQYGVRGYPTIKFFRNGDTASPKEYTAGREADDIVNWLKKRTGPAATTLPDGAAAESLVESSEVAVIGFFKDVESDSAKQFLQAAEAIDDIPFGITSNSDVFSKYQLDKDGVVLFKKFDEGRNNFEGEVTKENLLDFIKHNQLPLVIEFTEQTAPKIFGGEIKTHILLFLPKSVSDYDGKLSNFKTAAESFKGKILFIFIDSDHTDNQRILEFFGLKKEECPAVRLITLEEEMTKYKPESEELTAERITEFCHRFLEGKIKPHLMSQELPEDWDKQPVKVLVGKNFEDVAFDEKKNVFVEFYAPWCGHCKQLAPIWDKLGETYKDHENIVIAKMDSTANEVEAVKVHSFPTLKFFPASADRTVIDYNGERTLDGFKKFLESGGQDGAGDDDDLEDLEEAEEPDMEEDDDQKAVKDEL
iPSC survival up: enhancers of human iPSC single-cell survival. hiPSC single-cell survival, ATPlite luminescence; 100% = ROCK inhibitor wells, 0% = DMSO. hit rate 0.044% among 360,000. AID 602274. survival enhancement, % at 20 µM; in the data active means survival enhancement above about 18%;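 further: cells exposed to compounds for 16 hours before the ATP read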
HIF-2a block: inhibitors of HIF-2a; hit rate 0.72% among 360,000; inhibition, % at 18.8 µM; 786-0 RCC cells HIF-2a reporter, luciferase luminescence, overnight;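 active means inhibition of the luminescence signal of 40% or more relative to plate controls, in a single-dose primary screen at 18.75 µM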
H9c2 protect: protects H9c2 cardiomyocytes from peroxide injury. H2O2 injury protection, ATPLite, 2 h. protection from H2O2 cell death, % at 20 µM. hit rate 0.63% among 360,000;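 active means compounds giving at least 50% protection of heart cells from peroxide-induced death in the single-dose screen, raw or plate-pattern-corrected value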;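 further: 0% = DMSO wells with peroxide and 100% = DMSO wells without peroxide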
NR2E3 ag-1: NR2E3 (human) agonism; GST-NR2E3/biotin-RetCOR TR-FRET, 1536-well; hit rate 0.12% among 320,000; AID 2300; inhibition of corepressor binding, % at 4.78 µM;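 active means percent inhibition above the cutoff of mean plus 3 SD of all tested compounds, set per screening campaign, cut at about 20% in these data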;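 further: 0% = DMSO wells and 100% = biotin wells as full block of FRET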
Target sequence (Q9Y5X4 whole entry, looked up): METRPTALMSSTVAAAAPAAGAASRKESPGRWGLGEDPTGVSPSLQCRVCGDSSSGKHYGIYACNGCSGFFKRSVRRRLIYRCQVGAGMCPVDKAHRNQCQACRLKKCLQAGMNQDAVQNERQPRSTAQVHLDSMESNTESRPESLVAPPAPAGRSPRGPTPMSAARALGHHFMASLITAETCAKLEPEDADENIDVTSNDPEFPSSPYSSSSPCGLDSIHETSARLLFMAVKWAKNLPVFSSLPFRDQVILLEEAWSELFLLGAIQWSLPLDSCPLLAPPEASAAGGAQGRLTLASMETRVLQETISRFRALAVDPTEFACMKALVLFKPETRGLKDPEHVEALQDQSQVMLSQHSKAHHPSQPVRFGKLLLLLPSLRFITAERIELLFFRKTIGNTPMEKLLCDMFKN
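Material: NR2E3–RetCOR corepressor complex / Incubation: Compound–protein incubation for 5 h at 4 °C / Dosing: compound at 4.8 µM, single dose / Detection: time-resolved FRET / Benchmarks: high control biotin, low control 0.6% DMSO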
CaV13 FRET inh: Disruptors of the CACNA1D IQ motif to Ca2+-dependent inactivation inhibitor domain association, primary screening, Förster resonance energy transfer in intact living …; HEK cells, CFP/YFP FRET ICDI-IQ, plate reader, 10 min; percent FRET-ratio fall versus neutral wells; hit rate 0.098% among 340,000; inhibition, % at 12.3 µM;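 active means mean replicate inhibition of at least 30% and at least 1% of replicates passing that level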;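 further: 0% = median of the neutral control wells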
Shn3 3UTR inh: inhibitors of Schnurri-3 3'UTR reporter in osteoblasts | Clone20 osteoblast Shn3 3'UTR firefly luciferase, 24 h | inhibition, % at 12.5 µM | hit rate 0.52% among 360,000;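 active means mean inhibition of at least 75% with every replicate also reaching 75%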;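 further: 0% = median of neutral control wells and 100% = pilot-screen positive control compound; some compounds past the cut are filed as inactive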
MITF TRPM1 inh: MITF TRPM1 promoter inhibition in SK-MEL-5 cells; SK-MEL-5 TRPM1 promoter luciferase, 24 h; AID 488899; inhibition, % at 12.5 µM; hit rate 0.83% among 330,000;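 active means mean inhibition across replicates of 60% or more, whatever share of single replicates reaches that level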; further: values of inactives mirror those of a sister screen read the other way
m5-HT2A agonist: mouse HTR2A agonism via beta-arrestin recruitment. activation, % at 7.6 µM. P35363. hit rate 0.66% among 360,000. CHO-K1 mHTR2A beta-arrestin complementation, luminescence; percent of 30 µM serotonin response;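 active means activation above a run cutoff, the mean activation of all tested compounds plus 3 SD, cut at about 14% in these data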;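 further: 0% = plate median of compound wells and 100% = 30 µM serotonin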
NR2E3 ag-2: activates human NR2E3 receptor; CHO-S Gal4-NCOR/VP16-NR2E3 two-hybrid, luciferase; AID 602229; inhibition of corepressor binding, % at 3.98 µM; hit rate 0.35% among 360,000;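 active means inhibition above the mean of all tested compounds plus 3 SD, cut at about 70% in these data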;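 further: 0% = DMSO with NR2E3 transfected cells and 100% = cells lacking NR2E3 construct; higher means lower luciferase signal from less NR2E3 corepressor binding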
Starred values were filed as active, the others as inactive; nt = no result given. This is a random part of the collection (roughly 3.9% active in at least one column).

SMILES	Peg3 promoter	PDI inh	iPSC survival up	HIF-2a block	H9c2 protect	NR2E3 ag-1	CaV13 FRET inh	Shn3 3UTR inh	MITF TRPM1 inh	m5-HT2A agonist	NR2E3 ag-2
O=C(O)c1nnsc1-c1csnn1	0	-1	-1.0	10	4	nt	-5	-9	-15	0	10
BrCCOCCOc1ccc2ccccc2c1	-80	-9	-1.0	-76	-1	0	-4	3	-28	5	-16
O=C(CC1C(=O)NCCN1C(=O)Nc1ccccc1)Nc1ccc2c(c1)OCO2 (stereo not drawn)	-7	13	7.6	16	2	1	nt	-4	4	-2	-11
Cn1c(=O)c2[nH]c(CCCCc3nc4ccccc4[nH]3)nc2n(C)c1=O	0	-1	0.1	5	4	nt	-12	6	11	-2	-16
COc1ccc2c(c1)CC/C(=C\c1ccc(OC)c(Cn3nc(C)cc3C)c1)C2=O	24	-6	8.5	25	-8	4	-4	39	19	-1	-8
O=C(NC1CCCC1)C1CCC(=O)N1C1CCCC1 (stereo not drawn)	19	9	-0.3	14	0	-1	nt	21	6	1	8
O=C(Nc1cc(C(F)(F)F)ccc1N1CCOCC1)c1cccnc1Cl	18	9	-0.4	11	-1	2	nt	-9	15	-1	13
O=C(NCC1CC1)c1ccc(Nc2nc3ccc(Br)cc3[nH]2)cc1	-1	-2	-3.2	-4	-16	3	-10	-2	-1	-9	5
CC1CCCCN1C(=O)c1cccc(NC(=O)c2ccccc2)c1 (stereo not drawn)	-5	-13	1.2	-2	1	0	-5	13	-4	-2	-8
COc1cccc(NC(=O)c2nn(C)c(C(=O)Nc3cccc(OC)c3)c2[N+](=O)[O-])c1	10	-1	-0.5	23	-3	-1	-3	6	-11	-4	-10
COc1ccc(CNS(=O)(=O)c2cc3c(cc2C)N(C)CCO3)cc1	29	nt	-2.9	18	-5	-5	-2	7	nt	-2	-33
COc1ccccc1/C=N/NC(=O)c1nnn(-c2nonc2N)c1CSC1=NCCS1	-6	3	3.4	12	-2	1	-8	-12	3	-2	-1
O=C(COC(=O)c1ccc(O)cc1)Nc1cccc(S(=O)(=O)N2CCCCC2)c1	17	2	-0.5	10	-12	-2	-3	-3	9	-3	24
COCc1nnc(NC(=O)c2ccc(S(=O)(=O)N(C)Cc3ccccc3)cc2)o1	17	-6	0.1	16	26	3	-2	-12	0	-3	-30
COC(=O)CSc1nc2ccc(N)cc2s1	-11	-6	-0.4	-4	1	1	-4	0	13	2	-5
Cc1ccc(C(=O)NCC(=O)OCC(=O)NC2CCCC(C)C2C)s1 (stereo not drawn)	2	-5	0.0	14	-12	0	1	0	-5	-3	1
CCN(c1ccccc1)S(=O)(=O)c1cccc(C(=O)NCC(c2ccc(F)cc2)N2CCOCC2)c1 (stereo not drawn)	5	0	-0.3	9	4	nt	-6	3	11	-10	2
O=[N+]([O-])c1cc(S(=O)(=O)N2CCOCC2)ccc1NS(=O)(=O)c1ccccc1	27	-1	-2.2	11	-1	nt	-7	-9	-2	3	12
CC1(C)CC2(CCO1)CNC(=O)O2 (stereo not drawn)	-6	-12	4.3	6	4	0	-6	6	6	2	14
CC1(c2nnc(-c3ccc(F)cc3)o2)CC(c2cccnc2)=NO1 (stereo not drawn)	5	-3	-2.8	8	0	0	-9	-14	11	6	14
O=C(Nc1ccc(C(=O)Nc2ccccc2Cl)cc1)c1cccnc1	-65	-1	-0.4	-57	13	nt	-3	14	-18	4	9
O=C(NNC(=S)Nc1ccccc1Cl)c1ccccc1	-227	2	-0.1	-190	-6	0	nt	-58	-90	-1	-110
O=C(CCCCn1c(=O)[nH]c2ccsc2c1=O)NCCc1ccccc1	-3	15	-0.4	-9	1	0	-15	11	-12	2	-17
CCOC(=O)N1CCC(Nc2nc(OC)nc(OC)n2)CC1	12	-1	1.7	13	0	5	-7	-5	5	7	-9
Cn1cc(CN2CCC(C(=O)Nc3cccc(-c4cscn4)c3)CC2)cn1	2	6	-0.3	18	4	2	-6	-20	1	-6	-40
CN(C(=O)COC(=O)c1ccc2c(c1)OCO2)C1CCCCC1	-164	3	-1.5	-79	0	nt	-6	-38	-37	9	3
CCN(CC(=O)Nc1c(F)cccc1F)C(=O)/C=C/c1ccc(Br)s1	-19	-2	0.3	-13	-4	-2	-1	-9	4	-2	-11
OC(CNCc1ccccc1)Cn1ccc2ccccc21 (stereo not drawn)	0	-1	-1.7	7	15	1	-16	-15	5	-2	-12
CCN(CC(=O)Nc1ccccc1C(F)(F)F)C(=O)c1cc(-c2ccccc2)nn1-c1ccccc1	29	2	-0.4	20	4	-2	-6	-3	11	4	-8
Cc1ccccc1C(=O)N1CCN(c2ccc(NC(=O)c3ccc4c(c3)OCCO4)cc2)CC1	25	-6	0.8	60*	-2	3	-3	86*	70*	4	13
O=C1c2ccccc2C(=O)N1CCCc1c[nH]c2ccccc12	-77	-2	-0.8	-106	0	-1	-6	-9	-39	-1	-18
CCOc1ccc(C(=O)NC2CCN(C(=O)Nc3ccc(F)cc3)CC2)cc1	1	-6	0.5	3	-3	1	-3	0	-10	1	-41
Cc1occc1C(=O)NNS(=O)(=O)c1ccc([N+](=O)[O-])cc1	-8	1	-0.5	11	0	0	-4	-10	-6	-7	-24
CCN1C[C@@H]2[C@@H]3C(=O)N(C)C(=O)[C@@H]3[C@](C)(C1=O)N2C(=O)c1ccc(C(F)(F)F)cc1	11	-5	0.9	7	-2	nt	-9	12	-11	1	-15
O=C(NCc1ccc2c(c1)OCO2)C1CCCN1S(=O)(=O)c1ccc(F)cc1 (stereo not drawn)	14	-2	0.8	12	4	0	-2	6	-4	-1	-14
COC(=O)CNC(=O)CSc1nnc(C)c(=O)[nH]1	2	8	2.5	-2	6	-3	-18	-6	-2	0	-28
Cc1cccc(Nc2nc(C)nc3c2oc2ccccc23)c1	-38	4	0.1	-30	5	2	-18	4	-2	3	-31
COc1cc(OC)c(C2N(c3ccc(Cl)cc3)C(=O)C3CCCN32)cc1OC (stereo not drawn)	0	nt	-0.2	-3	19	-4	-19	-8	6	-1	-7
O=C(CCS(=O)(=O)c1ccccc1)N1CCN(c2cccc(C(F)(F)F)c2)CC1	-16	-4	-0.6	-39	-6	-1	-3	2	0	-6	-13
C=CCC[C@H](Cc1ccc(F)cc1)C(=O)OC[C@@H](NC(=O)[C@@H](CC=C)CC(=O)N(CCO)Cc1ccccc1)C(C)(C)C	27	-5	-3.4	14	-6	nt	-10	35	14	-7	20
Cc1ccc(N2C(=O)NC(NS(=O)(=O)c3ccc(C)cc3)(C(F)(F)F)C2=O)cc1 (stereo not drawn)	10	-15	0.0	0	3	0	-2	17	-1	3	-29
CCCC(=O)NC(c1ccccc1)c1ccc2cccnc2c1O (stereo not drawn)	53*	-4	0.1	6	30	0	-6	93*	65*	2	6
O=C(/C=C/c1ccccc1)Nc1cccc(C(=O)NCCCCc2ccccc2)c1	-131	-4	3.3	-179	-11	nt	-11	-15	-1	-7	-96
COC(=O)C1CCN(C(c2ccc(OC)c(OC)c2)c2sc3nc(C)nn3c2O)CC1 (stereo not drawn)	6	nt	2.9	10	2	0	-3	0	nt	2	0
O=C(/C=N/O)Nc1ccccc1	3	4	4.3	12	9	-4	-6	-22	-5	-2	5
Cc1ccc(C)c(N2N=C(C(=O)Nc3ccc(S(=O)(=O)N4CCCC4)cc3)CCC2=O)c1	-5	-6	0.5	-17	5	1	-5	nt	12	1	-8
Cc1ccc(C(=O)N/C(=C\c2ccccc2)C(=O)NCc2cccnc2)cc1	1	1	0.7	9	0	-2	-6	16	5	-2	3
Cc1ccc(C)c(NC(=O)CCc2ccc(S(=O)(=O)NC3CCCCC3)cc2)c1	26	-11	2.7	20	-18	4	nt	-3	6	-1	-28
CCC1CCCCN1S(=O)(=O)c1ccc(NC(=O)c2cccnc2)cc1 (stereo not drawn)	22	-6	-0.6	16	1	3	nt	12	-3	-8	-7
CC(=O)c1cccc(-c2ccnc3c2CC(C(=O)Nc2cccc(NS(C)(=O)=O)c2)O3)c1 (stereo not drawn)	59*	-4	-0.1	28	10	nt	-4	73	nt	1	0
NS(=O)(=O)c1ccc(NC(=S)NC(=O)c2ccc3c(c2)OCO3)cc1	-58	-4	-0.2	-31	9	1	-4	-31	-16	-4	-4
CC1(C(=O)NS(=O)(=O)c2ccc3c(c2)CCO3)CCN1C(=O)COc1ccc(Cl)cc1 (stereo not drawn)	5	6	0.5	-4	7	nt	-6	-17	nt	4	-25
Cc1cc(Nc2ccc(C)c(C)c2)c2ccccc2n1	31	0	-0.5	-4	-12	-2	-3	19	-18	-7	-10
COc1ccc2cc3cc(C(=O)N4CCN(c5ccccn5)CC4)oc3nc2c1	5	-1	-0.6	-43	18	0	-7	-20	7	-1	-30
CCNC(=O)N1CCC(n2nccc2NC(=O)CCCc2ccccc2)CC1	-8	-5	0.8	3	1	3	-6	-1	9	5	4
CN1CCN(S(=O)(=O)c2ccc(NC(=O)COc3ccccc3)cc2)CC1	3	-27	1.7	18	5	-2	-3	-85	11	-3	20
CC(OC(=O)Cc1n[nH]c(=O)c2ccccc12)C(=O)Nc1ccc(S(N)(=O)=O)cc1 (stereo not drawn)	-18	4	1.7	5	48	nt	-3	-20	2	-9	-19
CCOC(=O)C1=NNC2(c3ccc(C)cc3)C(=O)N(c3ccc(Cl)cc3)C(=O)C12 (stereo not drawn)	4	-14	1.4	20	-5	2	-15	2	5	-7	-9
O=C(Cc1c(F)cccc1Cl)Nc1ccccc1C(=O)N1CCCCC1	-2	3	-0.1	0	5	-3	-6	0	9	-1	2
C=CCn1c(COc2ccccc2F)nnc1SCC(=O)N1CC(=O)Nc2ccccc21	7	1	1.8	18	6	2	-5	-1	14	1	-9
CCCNC(=O)C1(C)CCN(Cc2ccc(OC)c3ccccc23)C1 (stereo not drawn)	-3	-3	1.2	20	4	nt	-6	17	nt	-5	-25

Profiles, looked up by structure. Order of screens: Peg3 promoter | PDI inh | iPSC survival up | HIF-2a block | H9c2 protect | NR2E3 ag-1 | CaV13 FRET inh | Shn3 3UTR inh | MITF TRPM1 inh | m5-HT2A agonist | NR2E3 ag-2
Record of CCCNC(=O)C1(C)CCN(Cc2ccc(OC)c3ccccc23)C1 (stereo not drawn) : -3 | -3 | 1.2 | 20 | 4 | nt | -6 | 17 | nt | -5 | -25
Record of CCNC(=O)N1CCC(n2nccc2NC(=O)CCCc2ccccc2)CC1 : -8 | -5 | 0.8 | 3 | 1 | 3 | -6 | -1 | 9 | 5 | 4
Record of NS(=O)(=O)c1ccc(NC(=S)NC(=O)c2ccc3c(c2)OCO3)cc1 : -58 | -4 | -0.2 | -31 | 9 | 1 | -4 | -31 | -16 | -4 | -4
Record of O=C(Cc1c(F)cccc1Cl)Nc1ccccc1C(=O)N1CCCCC1 : -2 | 3 | -0.1 | 0 | 5 | -3 | -6 | 0 | 9 | -1 | 2
Record of C=CCn1c(COc2ccccc2F)nnc1SCC(=O)N1CC(=O)Nc2ccccc21 : 7 | 1 | 1.8 | 18 | 6 | 2 | -5 | -1 | 14 | 1 | -9
